RAD52 inh: blocks human RAD52 DNA annealing; P43351; recombinant RAD52 DNA annealing, FRET fluorescence; inhibition, % at 18.7 µM; 360,000 tested, 0.46% active;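 active = every replicate showing at least 50% inhibition; inconclusive = mean inhibition at least 50% but not in every replicate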
Target sequence (P43351 whole entry, looked up): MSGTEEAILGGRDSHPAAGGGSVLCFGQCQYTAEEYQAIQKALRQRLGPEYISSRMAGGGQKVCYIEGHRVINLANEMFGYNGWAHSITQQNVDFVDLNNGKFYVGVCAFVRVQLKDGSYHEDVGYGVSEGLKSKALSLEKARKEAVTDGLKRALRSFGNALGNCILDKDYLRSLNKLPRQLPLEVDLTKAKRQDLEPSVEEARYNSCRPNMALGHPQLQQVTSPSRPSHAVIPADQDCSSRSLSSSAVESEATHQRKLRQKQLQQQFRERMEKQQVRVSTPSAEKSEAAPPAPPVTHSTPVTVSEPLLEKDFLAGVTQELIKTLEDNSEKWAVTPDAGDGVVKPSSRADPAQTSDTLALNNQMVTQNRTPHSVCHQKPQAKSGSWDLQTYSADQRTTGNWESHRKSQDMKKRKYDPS
CASP6 VEID inh: inhibitors of human caspase-6 | AID 686996 | purified caspase-6, Z-VEID-R110 cleavage fluorescence | 350,000 tested, 0.53% active | inhibition, % at 12.5 µM;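 active = mean inhibition across replicates at least about 35%, with every replicate also reaching that limit, limit read from the data; inconclusive = only one of the two criteria met; inactive = neither criterion met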;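 also: 0% = median of neutral control wells and 100% = no fluorescence left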
Target sequence (P55212 24-179 limits assumed): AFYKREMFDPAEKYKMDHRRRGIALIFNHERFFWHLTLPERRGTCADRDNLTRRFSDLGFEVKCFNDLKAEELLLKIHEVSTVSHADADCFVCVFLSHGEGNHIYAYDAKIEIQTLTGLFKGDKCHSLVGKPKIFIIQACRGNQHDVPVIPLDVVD
Target sequence (P55212 194-293 limits assumed): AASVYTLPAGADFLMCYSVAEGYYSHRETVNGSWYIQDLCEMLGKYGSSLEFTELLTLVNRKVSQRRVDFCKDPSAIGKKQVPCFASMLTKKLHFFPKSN
ERp5 inh: blocks human ERp5 reductase activity on insulin; Q15084; ERp5 insulin aggregation, absorbance 650 nm, 90 min; inhibition, % at 9.99 µM; 350,000 tested, 0.05% active; AID 651711;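 active = mean replicate inhibition above about 25%, with every replicate also reaching it, limit read from the data, passing the limit was not always enough; inconclusive = only one of those two criteria met; inactive = neither criterion met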
ARNT-TACC3 inh: disruptors of human ARNT/TACC3 interaction | inhibition, % at 9.99 µM | AlphaScreen His-ARNT PAS-B/GST-TACC3 binding, luminescence; TACC3 fragment carries E629A point mutation | Q9Y6A5 | 390,000 tested, 0.66% active;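 active = mean inhibition of replicates at least 50% and at least half of replicates each reaching 50%; inconclusive = half or more replicates reach 50% but mean below 50%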;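 also: 0% = complete ARNT plus TACC3 wells and 100% = ARNT alone without TACC3; many hits fall short of the cut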
RAD54 inh: inhibitors of human RAD54 branch migration. Q92698. RAD54 Holliday junction branch migration, FAM/BHQ fluorescence. inhibition, % at 10.4 µM. 360,000 tested, 0.14% active;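 active = mean normalized replicate activity at least 40 and at least half of replicates scoring 40 or more; inconclusive = only one of the two criteria met; inactive = mean below 40 and under half of replicates reaching 40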;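 also: 0% = median of neutral control wells and 100% = median of positive control wells; inhibitors cause a drop in the FAM fluorescence signal; in these data hits start at about 50%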
esBAF inh: SWI/SNF esBAF complex inhibition | reporter increase, % at 12.5 µM | mouse ES cells, Bmi1-luciferase knock-in reporter, 24 h; 100% = twice the neutral-well signal | 350,000 tested, 2% active; in the data active = activation above about 40%; inconclusive = no clear call, values can overlap the other calls;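 also: 0% = median of the plate's neutral control wells and 100% = double that signal; a rise in the Bmi1 reporter signal indicates esBAF inhibition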
E-selectin induc: E-selectin induction on HUVECs; P16581; HUVEC E-selectin immunofluorescence imaging; normalized: neutral wells 0, TNF-alpha wells 100; activation, % at 7.58 µM; 260,000 tested, 0.37% active;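 active = mean E-selectin-positive cell signal at least 10% of the positive control, reached in at least 60% of replicates, without over 20% cell loss; inconclusive = no rule given, readout overlaps actives, possibly toxicity-flagged; inactive = the rest, including those meeting only one limit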;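 also: in these data hits start at about 27%; measured in HUVEC primary endothelial cells; signal is the percent of cells scored E-selectin positive by PE staining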
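Read-out: % PE-positive cells | Test system: HUVEC | Doses: One compound dose added by pin transfer | Buffer or medium: EGM-2 over gelatin coat | Signal: Immunofluorescence imaging | Benchmarks: TNF-alpha, DMSO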
PglD inh: blocks C. jejuni PglD acetyltransferase activity; inhibition, % at 12.5 µM; AID 602405; 360,000 tested, 0.098% active; purified PglD enzyme, DTNB colorimetric CoA detection; in the data active = inhibition above about 16%, passing the limit was not always enough; inconclusive = no clear call, values can overlap the other calls; also: strong numbers were not always called active
* marks the source's active call; other numbers are inactive results; ? = inconclusive; · = no result given; & = joins results of further samples.

Under each structure: RAD52 inh, CASP6 VEID inh, ERp5 inh, ARNT-TACC3 inh, RAD54 inh, esBAF inh, E-selectin induc, PglD inh
O=C(NCc1ccccn1)c1cccc(NS(=O)(=O)c2ccc(Br)cc2)c1
    -28, 2, -4, 13, -1, -3, ·, -6
Nn1c(COc2ccc(Cl)cc2)nc2ccccc2c1=O
    -6, 0, 0, 10, 9, ?, ·, ·
COc1cccc(-c2cnc(C(O)c3ccccc3OC)[nH]2)c1 (stereo not given)
    11, -1, 0, ·, -2, 5, 0.7, 0
CCCN(CCC)CCCNC(=O)CC(C(=O)N1CCc2ccccc21)n1ccnc1 (stereo not given)
    ·, ·, ·, 5, -6, 3, ·, 3
Cc1ccc(S(=O)(=O)N2CN(CC3CCCO3)c3nc4ccccc4nc32)cc1 (stereo not given)
    -116, 0, -1, 6, ·, ·, ·, ·
COc1ccc(-c2[nH][nH]c(=O)c2NC(=O)c2ccc(C)cc2)cc1
    5, 4, -6, ·, -11, 4, -0.1, -5
O=C(Nc1cccc(F)c1)N1CC(=O)N2[C@H](CO)[C@H](c3ccc(-c4ccc(F)cc4)cc3)[C@@H]2C1
    -8, 1, 4, ·, ·, ·, -0.3, ·
C=C(C)CN1C(=O)C2(OCCO2)c2cc(Br)ccc21
    -3, -1, -2, ·, -5, ·, ·, -7
Cc1cc(C)n2nc(C(=O)OCC(=O)c3cc(C)n(C)c3C)nc2n1
    ·, ·, ·, 1, 5, -6, ·, 3
O=C(NC1CC2CCCC(C1)N2C(=O)Nc1ccccc1)C1CC1 (stereo not given)
    -9, 1, -1, -8, -5, -3, 0.7, 3
COCCOC(=O)C1=C(C)N=C2SCCC(=O)N2C1c1ccc(OC(=O)c2ccco2)cc1 (stereo not given)
    ·, ·, ·, 0, 3, -2, -0.8, 4
COC(=O)C1=C(C)NC(C)=C(C(=O)OC)C1C(=O)OCc1nc2cc(C(=O)OC)ccc2c(=O)[nH]1
    -11, 6, -4, -3, 2, 4, 0.0, 6
C[C@H]1CN([C@@H](C)CO)C(=O)c2cc(NC(=O)C3CC3)ccc2O[C@@H]1CN(C)S(=O)(=O)c1cccs1
    1, 2, -6, -11, 0, 6, -0.6, 0
COc1ccc(CN(C)C[C@H]2Oc3ccc(NC(=O)Nc4ccc(OC)cc4)cc3C(=O)N([C@@H](C)CO)C[C@@H]2C)cc1
    5, 1, -9, 7, 16, 4, 0.6, -1
CO[C@@H]1CN(C)C(=O)c2ccc(NC(=O)C3CC3)cc2OC[C@@H](C)N(CC2CCCC2)C[C@H]1C
    -5, 1, -5, ·, ·, ·, -0.1, ·
CCOc1ccc(C2c3[nH]c4ccccc4c3CCN2C(=O)Cn2cncn2)cc1 (stereo not given)
    -16, -2, -5, 3, -1, -4, ·, -2
N#Cc1ccc(OC(=O)Cc2ccsc2)cc1
    -3, 0, 6, -1, -1, -6, 0.3, 6
COc1cc(NC(=O)Nc2cccc(Cl)c2)c(OC)cc1NC(=O)CN1CCCCC1
    ·, ·, ·, 9, -4, 2, ·, 3
COC(=O)c1sccc1NC(=S)N1CCCC(C)C1 (stereo not given)
    ·, ·, ·, -3, -5, -3, ·, 2
CCc1ccccc1NC(=O)[C@@H]1CCC(=O)N1C1OC(=O)c2ccccc21 (stereo not given in full)
    5, -2, -6, -46, 7, 0, ·, 0
Cc1ccc(N2CC(C(=O)Nc3nnc(SCC(N)=O)s3)CC2=O)cc1C (stereo not given)
    -10, 0, 6, 3, -4, -8, 0.0, -5
CC(C)Cc1nc(N2CCN(C(=O)c3ccccc3)CC2)c(C#N)c2c1CCC2
    ·, ·, ·, 3, -12, -10, ·, 2
COCCNC(=O)C[C@@H]1C[C@@H]2c3cc(NS(=O)(=O)c4ccccc4)ccc3O[C@@H]2[C@H](CO)O1
    8, 0, -2, -3, -5, -4, 0.1, -2
C[C@@H]1CCCCO[C@@H](CN(C)Cc2ccc(C(=O)O)cc2)[C@H](C)CN([C@H](C)CO)C(=O)c2cc(NC(=O)Nc3ccc(F)cc3)ccc2O1
    12, -2, -3, -2, 2, -2, -0.2, 1
COc1cccc(CC(=O)Nc2ccc(-c3csc(C)n3)cc2)c1
    -14, 3, -2, -1, 13, 9, ·, -5
CS(=O)(=O)Nc1nc2ccccc2[nH]1
    -14, 1, 5, -9, 9, 0, ·, -7
CC1CCCCN1C(=O)CSc1nc2ncccc2[nH]1 (stereo not given)
    -5, -1, 4, 1, 6, 9, 1.0, -3
COCC#Cc1ccc([C@H]2[C@@H](CO)N3C(=O)CN(C(=O)C4CCCC4)C[C@H]23)cc1
    -13, 2, 5, ·, ·, ·, 0.6, ·
COc1ccc(S(=O)(=O)N(C)C[C@@H]2OCCCC[C@@H](C)Oc3ccc(NC(=O)CCCN(C)C)cc3C(=O)N([C@@H](C)CO)C[C@@H]2C)cc1
    11, -2, -5, -1, -4, -7, 0.3, 3
Cc1nc2c(OCC(=O)c3ccc(F)cc3)cccn2c1N(C)Cc1cccs1
    -40, ·, 2, ·, 6, 12, 3.8, -1

Additional entries.
Under each structure: RAD52 inh, CASP6 VEID inh, ERp5 inh, ARNT-TACC3 inh, RAD54 inh, esBAF inh, E-selectin induc, PglD inh
COC(=O)c1cccnc1Oc1ccccc1
    -3, 1, 5, 0, -9, -8, -0.4, -3
C[C@H]1CN([C@@H](C)CO)C(=O)c2cccc(NS(=O)(=O)c3cn(C)cn3)c2O[C@H]1CN(C)Cc1ccc(Oc2ccccc2)cc1
    -4, -1, 5, -2, 5, 0, 0.0, -2
COc1ccc(NC(=O)COc2ccc(C(=O)NCc3cccnc3)cc2OC)cc1
    -12, 0, 4, 15, -5, 7, ·, -2
Cc1cccc(C)c1NC(=O)Nc1cccs1
    ·, ·, ·, -9, -3, -2, ·, -5
Cc1cc(-c2ccc([N+](=O)[O-])cc2)nc2ccccc12
    -13, 8, 2, -3, ·, ·, 18, ·
COc1ccc(Cl)cc1-n1c(=S)sc2c(=O)n(-c3ccc(F)cc3)c(SCC(=O)O)nc21
    -3, -2, 1, 10, -12, -5, -0.1, -2
COc1ccc(-c2nc(CS(=O)CC(=O)NCc3ccccc3)c(C)o2)cc1OC (stereo not given)
    -14, 0, -1, -3, -3, 2, ·, 0
Cc1ccc(C(=O)Nc2c(C)cc(-c3ccc(Cl)cc3)oc2=O)cc1
    ·, ·, ·, 13, 8, -3, ·, -1
Cc1onc(-c2ccccc2)c1C(=O)Oc1ccccc1
    -9, -1, -1, ·, -14, ·, 3.4, -2
Cc1csc(NC(=O)C2CSC3(C)CCC(=O)N23)n1 (stereo not given)
    3, 1, -1, -9, -1, -2, ·, 6
CC(=O)N[C@H]1C=C[C@H](CC(=O)NCc2ccc(Cl)cc2)O[C@@H]1CO
    -10, 2, -2, 1, 1, 1, 0.2, 6
CC(C)NC(=O)N(C)C[C@H]1OCCCC[C@H](C)Oc2ccc(NC(=O)c3ccccc3)cc2C(=O)N([C@@H](C)CO)C[C@H]1C
    -13, 1, -5, -9, -13, ·, 0.2, -1
Cc1cc(S(=O)(=O)Nc2ccc(C(=O)NCC(c3ccccc3)N(C)C)cc2)ccc1F (stereo not given)
    -9, -3, 2, 1, 5, 3, -1.1, -3
Cc1cccc(C)c1OCC(O)Cn1ccnc1C (stereo not given)
    17, -2, 2, 0, 9, 4, -1.0, 10
CC(=O)C1=C(O)C(=O)N(c2ccc(Br)cc2)C1c1cccc([N+](=O)[O-])c1 (stereo not given)
    0, 5, 3, 0, -10, -5, 3.1, 1
COc1cc(/C=C2/OC(=O)c3cc([N+](=O)[O-])ccc32)cc(OC)c1OC
    ·, ·, ·, -4, -3, -3, ·, 0
O=C(Nc1cccc(Cl)c1N1CCOCC1)c1cccs1
    -9, 1, 8, -2, 1, -9, -0.1, -2
O=C(O)CN=C(NS(=O)(=O)c1ccc(Cl)cc1)c1ccc(F)cc1
    -19, 0, 13, -10, ·, ·, ·, ·
CCCCNC(=S)N1CCN(CC)CC1
    2, 45*, 0, -17, 5, 6, -1.2, -1
COC(=O)[C@@H]1[C@@H](CO)[C@@H]2Cn3c(ccc(-c4ccc(OC)cc4)c3=O)[C@@H]2N1S(C)(=O)=O
    -1, 0, 4, -1, -13, 8, 0.0, 1
Cc1cc(NC(=O)COC(=O)c2ccccc2NCCO)no1
    5, 1, 11, 8, -2, 9, 0.6, 7
Cc1ccc(NC(=S)NC(NC(=O)Cc2cccc3ccccc23)C(Cl)(Cl)Cl)cc1 (stereo not given)
    -12, 1, 6, 3, 4, -2, ·, -5
COCCNC(=O)CSc1ccc(Cl)cc1
    -16, -2, -1, 1, -2, 4, -0.2, 2
O=C(CSc1nccc(=O)[nH]1)N1CCOCC1
    -18, 3, 5, -3, 2, -1, 0.5, -1
CSc1ccc(CN2CCC2(C)C(=O)NCc2cccs2)cc1 (stereo not given)
    6, 0, 10, ·, -9, -2, 0.0, -1
CCc1cc[n+](-c2nc3ccccc3nc2C(=C=[N-])C#N)cc1
    ·, ·, ·, 5, -2, -8, ·, -3
COc1ccc(OC)c(CNC(=O)C2CCN(C(=O)N(C)C)CC2)c1
    ·, ·, ·, -2, 3, -8, ·, -3
COc1ccccc1/C=C1\SC(=S)N(CCC(=O)NCCCN2CCOCC2)C1=O
    -166, 0, 1, 7, ·, ·, 0.6, ·
S=c1nc[nH]c2nc[nH]c12
    -8&-3, -4&5, -1&-2, 0&-2, -1&12, -15&-6, -0.2&-2.2, 4&0
Cc1cc(C)n(C(=O)CNC(=O)c2cccc(Br)c2)n1
    -4, -1, -4, -11, -1, -1, ·, -1

Next section.
Under each structure: RAD52 inh, CASP6 VEID inh, ERp5 inh, ARNT-TACC3 inh, RAD54 inh, esBAF inh, E-selectin induc, PglD inh
NS(=O)(=O)c1ccc(S(=O)(=O)NCCc2ccccc2)cc1
    ·, ·, ·, ·, 2, 6, -2.5, 0
Cc1cccc(S(=O)(=O)N2CC[C@@H]3[C@@H](CO)Nc4ccc(C#Cc5cccc(F)c5)cc4[C@@H]32)c1
    21, -3, -1, 19, -7, 1, -0.2, 1
CCCOc1ccc2oc(=O)c3c(c2c1)CCCN3C(=O)CN1CCCC(C(=O)OCC)C1 (stereo not given)
    ·, ·, ·, 10, 3, 7, ·, 2
CCN(CC)CCNS(=O)(=O)c1ccc(/C=C/C(=O)O)cc1
    -8, 5, 4, -5, 10, -7, 1.4, 3
CCOc1ccc(NC(=O)N2CCC(C(N)=O)(N3CCCCC3)CC2)cc1
    ·, ·, ·, -7, 2, 2, ·, -5
C[C@@H]1CN([C@H](C)CO)C(=O)c2cc(NC(=O)Cc3ccccc3)ccc2O[C@@H]1CN(C)S(=O)(=O)c1ccc(Cl)cc1
    11, 0, -1, 1, 9, 0, -21, 2
CCN(CC)CCn1c2ccccc2c2n[nH]c(=S)nc21
    73*, -25, -1, 16, 24, -3, 0.0, 6

Screens from PubChem.
